Screening data: PubChem, National Center for Advancing Translational Sciences (NCATS)
DT40 TDP1 CPT: growth inhibition of DT40 Tdp1-/-;hTDP1 cells with camptothecin (screen for TDP1 inhibitors) | chicken DT40 Tdp1-/-;hTDP1 cells + 20 nM CPT, ATP luminescence, 48 h | Potency, µM (top dose mostly 46.2 µM), for the others: top-dose activity change, negative = growth inhibition, actives largely listed as inhibitors | 12% of 420,000 active | AID 686979; further: nearly all actives have a fitted effect of over 55% in size
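Chicken DT40 Tdp1-/- cells complemented with human TDP1, 400 cells/well, exposed to compounds plus 20 nM camptothecin for at least 48 h at 37 C; viability read as ATP content by CellTiter-Glo luminescence.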
TDP1 block: inhibitors of human tyrosyl-DNA phosphodiesterase TDP1; Q9NUW8; AID 485290; recombinant TDP1, AlphaScreen DNA substrate cleavage; Potency, µM (doses to about 130 µM), for inactives: at the highest dose activity change, negative = inhibition, usual class: inhibitors; 0.28% of 350,000 active; further: nearly all actives have a fitted effect of over 40% in size
Target sequence (Q9NUW8 whole entry, looked up): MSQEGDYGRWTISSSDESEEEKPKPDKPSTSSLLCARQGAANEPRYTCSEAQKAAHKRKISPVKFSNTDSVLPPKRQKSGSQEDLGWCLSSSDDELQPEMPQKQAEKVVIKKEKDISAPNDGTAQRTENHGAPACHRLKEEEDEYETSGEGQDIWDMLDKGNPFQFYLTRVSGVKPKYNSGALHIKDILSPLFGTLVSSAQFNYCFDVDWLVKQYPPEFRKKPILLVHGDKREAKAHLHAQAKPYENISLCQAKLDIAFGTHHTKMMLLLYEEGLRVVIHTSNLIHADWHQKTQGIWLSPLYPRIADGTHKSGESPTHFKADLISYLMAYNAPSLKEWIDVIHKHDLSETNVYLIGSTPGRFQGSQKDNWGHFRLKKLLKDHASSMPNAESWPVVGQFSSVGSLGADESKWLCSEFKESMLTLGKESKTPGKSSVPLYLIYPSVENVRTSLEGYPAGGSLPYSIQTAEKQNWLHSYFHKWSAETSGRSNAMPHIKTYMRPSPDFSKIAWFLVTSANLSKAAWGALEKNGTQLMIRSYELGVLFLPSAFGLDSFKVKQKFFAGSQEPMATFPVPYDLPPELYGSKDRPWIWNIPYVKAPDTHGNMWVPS
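Steps: enzyme plus compound, 15 min RT; add biotin/phosphotyrosine-FITC oligonucleotide (15 nM final), react 5 min; add donor/acceptor beads (10 ug/ml final), 10 min; read AlphaScreen. Tdp1 at 1 nM final.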
DT40 TDP1 no CPT: qHTS for Inhibitors of human tyrosyl-DNA phosphodiesterase 1 (TDP1): qHTS in cells in absence of CPT. DT40 Tdp1-/- hTDP1 cells, no CPT, ATP luminescence, 48 h. Potency, µM (titrated, usually from 46.2 µM), inactives show at the top dose activity change, negative = growth inhibition, usual class: inhibitors. 15% of 420,000 active; further: nearly all actives have a fitted effect of over 55% in size
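No-CPT arm: Tdp1-/-;hTDP1 DT40 cells (400/well) plus compounds, incubated ≥48 hr at 37 °C. Readout CellTiter-Glo luminescence.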
Active calls of the source: *; ? = inconclusive; . = no result given; & = joins results of further samples; [ ] = dose if it differs, or a comment. The call rests on the fitted dose curve; in most records, active means well fitted curve in the direction sought with a large enough effect; inconclusive means small, poorly fitted or top-dose-only effect, or another doubt; inactive means no such curve, though single readings can be large; an effect the other way counts as inactive or inconclusive. On the % scale 0 is the no-effect control and ±100 the full control effect; potency means the concentration at half of the fitted maximal effect. The order is random, and some 18% of all compounds hit somewhere here.

smiles | DT40 TDP1 CPT | TDP1 block | DT40 TDP1 no CPT
CCOC(=O)Cc1csc(NC(=O)Cc2ccc(Br)cc2)n1 | -26% | 4% | -25%
CC(C)(C)SCCNS(=O)(=O)c1ccc(C#N)cc1 | -11% | 4% | ?
Nc1nc(NCc2ccccc2)c2[nH]cnc2n1 | -9%&-16% | 3%&4% | 1%&-7%
CN(C)c1ncnc2c1ncn2-c1ccccc1 | ? | . | ?
CC(C)(C)NC(=O)c1ccccc1-c1nc(-c2ccccc2Cl)no1 | ? | 6% | ?
Cc1ccccc1CNc1nnnn1C | 3% | -3% | 19%
CC1CCc2cc(F)ccc2N1C(=O)c1cnc2sccn2c1=O (stereo not given) | -2% | 2% | -6%
COC(=O)C(C)N(C(=O)c1ccc(C(=O)c2ccccc2)cc1)c1c(C)cccc1C (stereo not given) | 13µM* | 8% | 20µM*
C[C@@H]1CC[C@]2(C(=O)O)CC[C@]3(C)C(=CCC4[C@]56CC[C@@](O)(OC5)C(C)(C)C6CC[C@]43C)C2[C@H]1C (stereo not given in full) | 13µM* | . | 18µM*
COc1ccc(S(=O)(=O)CCC(=O)N2CCN(c3ccc(C(C)=O)cc3)CC2)cc1 | ? | -3% | 15µM*
Cc1cc(N2C(=O)C(=O)/C(=C(/O)c3ccc(Cl)cc3)C2c2cccc(Br)c2)no1 (stereo not given) | -16% | 7% | -5%
COc1ccc(S(=O)(=O)Nc2cc3c(cc2N2CCOCC2)n(C)c(=O)n3C)cc1 | ? | 5% | ?

Among those listed so far, these have bromine:
smiles | DT40 TDP1 CPT | TDP1 block | DT40 TDP1 no CPT
CCOC(=O)Cc1csc(NC(=O)Cc2ccc(Br)cc2)n1 | -26% | 4% | -25%
Cc1cc(N2C(=O)C(=O)/C(=C(/O)c3ccc(Cl)cc3)C2c2cccc(Br)c2)no1 (stereo not given) | -16% | 7% | -5%

Carrying on:
smiles | DT40 TDP1 CPT | TDP1 block | DT40 TDP1 no CPT
O=C(CN1C(=O)c2ccccc2S1(=O)=O)Nc1ccc(S(=O)(=O)N2CCCCC2)cc1 | ? | 3% | ?
CCCCN1C(=O)C(CC(=O)NC(c2ccccc2)c2ccccc2)CC(C(=O)N(C(C)C)C(C)C)=C1C (stereo not given) | 23µM* | . | 21µM*
NC(=O)Cn1nnc(-c2ccccc2NC(=O)c2cnccn2)n1 | ? | 1% | -18%
CCn1c(SCc2ccccc2Cl)nc(=O)c2c(C(=O)OC)cc(C3CC3)nc21 | 12µM* | 5% | 16µM*
COc1ccccc1-n1c(SCC(=O)Nc2cc(C)on2)nc2c(c1=O)SCC2 | ? | 6% | -21%
COc1cc(OC)c(NS(=O)(=O)c2cc(-c3cnc(C)o3)ccc2OC)cc1Cl | 21µM* | 6% | 13µM*
Cc1ccc(CCNC(=O)C2CCCN(S(C)(=O)=O)C2)cc1 (stereo not given) | 12% | . | -8%
O=S(=O)(c1cccc(Cl)c1)N1CCN(c2nc(-c3cccs3)nc3ccccc23)CC1 | ? | 1%&0% | ?
Cc1cc(Br)ccc1NC(=O)c1cn(C2CCCC2)c(=O)c2c1c1ccccc1n2C | -27% | 2% | ?
CCC(=O)N1CCN(c2ccccc2NC(=O)Cc2ccc(Cl)cc2)CC1 | -15% | 1% | 23µM*
COc1cc(OC)cc(-c2cc3ccc(OC)cc3cn2)c1 | 16µM* | -5% | 13µM*
COc1cccc(CNC(=O)c2cnc3c(-c4ccc(F)cc4)c(C)nn3c2C)c1 | -1% | 6% | -14%

Filtered by structure, the compounds so far with an aryl thioether with sulfur outside any ring (two)
smiles | DT40 TDP1 CPT | TDP1 block | DT40 TDP1 no CPT
CCn1c(SCc2ccccc2Cl)nc(=O)c2c(C(=O)OC)cc(C3CC3)nc21 | 12µM* | 5% | 16µM*
COc1ccccc1-n1c(SCC(=O)Nc2cc(C)on2)nc2c(c1=O)SCC2 | ? | 6% | -21%

Following part.
smiles | DT40 TDP1 CPT | TDP1 block | DT40 TDP1 no CPT
Cc1ccc(CNc2ccc3c(c2)ncn3C(C)(C)C)cc1 | ? | 11% | ?
CCOC(=O)NN1C(=O)c2ccccc2NC1c1ccccn1 (stereo not given) | -1% | 4% | 2%
O=[N+]([O-])/C=C1\CCCCCN1 | 3% | -4% | -11%
CC(C)c1ccc(CNc2cc(N3CCCC3)ccc2[N+](=O)[O-])cc1 | 18µM* | 4% | ?
Fc1ccc2nc(Nc3nc4c(F)cccc4s3)sc2c1 | ? | 9% | ?
O=C1CN(C(=O)COC(=O)CNC(=O)c2ccc(Cl)cc2)c2ccccc2N1 | 7% | -2% | 5%
O=C(/C=C/c1ccccc1Cl)Nc1cccc(S(=O)(=O)NC2=NCCCCC2)c1 | ? | 8% | ?
CCCCn1c(SCC(=O)c2ccc(OC)c(OC)c2)nc2cc(S(N)(=O)=O)ccc21 | 3% | 4% | ?
O=Cc1cc(N=Nc2ccccc2Cl)ccc1O | 21µM* | 10% | 4.1µM*
COc1cccc(-c2cnc(C(O)c3ccc(F)c(C)c3)[nH]2)c1 (stereo not given) | ? | . | ?
CCCn1c(SC(C)C(=O)N2CCOCC2)nc2ccc(Br)cc2c1=O (stereo not given) | -19% | 4%[0.505 µM] | ?
O=C(Nc1ccc(F)cc1F)c1cncc(Br)c1 | 5% | 0% | ?
Cc1ccc(-c2nnc(COC(=O)c3ccco3)o2)cc1 | -20% | 2% | 11%
Cc1ccc(C(=O)/C=C/c2cn(CC(O)CN3CCc4ccccc43)c3ccccc23)cc1 (stereo not given) | ? | 8% | ?
O=C(c1ccccc1)c1ccc2c(c1)OCCOCCOCCO2 | 3% | 2% | -25%
CCCc1cc(=O)[nH]c(SC(CC)C(=O)Nc2ccccc2C#N)n1 (stereo not given) | 2% | -1% | -2%
COc1ccc(/C(C)=C(\C#N)C(=O)OC(C)C)cc1OC | 11% | 4%[56.1 µM] | -5%
Cc1cc(C)cc(C(=O)NCC(=O)N(C)CCOc2ccccc2)c1 | -7% | 1% | 13%
Cc1c(C(=O)Nc2ccccc2F)sc2nc3n(c(=O)c12)CCC3 | 4%&4% | 1%&4% | 6%&-18%
COc1cc(Cn2c(C(=O)O)cc3sccc32)cc(OC)c1OC | -13% | 3% | -18%
CC(=O)Nc1ccc(S(=O)(=O)NC(CC(=O)NC2CCCCC2C)C(C)C)cc1 (stereo not given) | 2% | -1% | -1%
Cc1ccc(CN2CCN(Cc3cccc(C)n3)CC2CCO)cc1 (stereo not given) | 21% | 1% | -6%
c1ccc2[nH]c(Cn3nnc4ccccc43)nc2c1 | -29% | -1% | -12%
Cc1ccc(N2CC(NS(=O)(=O)c3cccs3)CC2=O)cc1 (stereo not given) | -5% | . | ?
COc1ccccc1NC(=O)Nc1ccccc1C(=O)NCCCN1CCOCC1 | 1% | 0% | ?
CC(C)n1c2ccccc2c2nc3ccccc3nc21 | ? | ? | ?
Brc1ccc(-c2nc3ccc(Br)cn3c2Cc2ccccc2)cc1 | ? | . | 21µM*
S=c1[nH]nc(-c2cccnc2)n1/N=C/c1ccc(Br)s1 | 13% | . | -3%
O=C(CCCCCn1c(=S)[nH]c2cc3c(cc2c1=O)OCO3)N1CCN(c2ccccc2)CC1 | ? | -6% | -11%
Cc1ccc(S(=O)(=O)N2CCC(C(=O)NCCC3=CCCCC3)CC2)c(C)c1 | ? | -4% | ?
COc1cc(NC(=O)CCCc2c[nH]c3ccccc23)cc(OC)c1 | ? | 11% | ?
O=C(c1cc2cc(Br)ccc2s1)N1CCOCC1 | 12% | -6% | 14%
Cc1ccc(OCC(=O)N2CCC(N3CC(C)CC(C)C3)CC2)cc1 (stereo not given) | -1% | 5% | 2%
O=c1cnc2cnc(Oc3ccccc3)nc2n1C[C@H]1CCCO1 | -16% | . | ?
Cc1ccc2c(c1)S/C(=C\c1cccc[n+]1C)N2CCO | 1.2µM* | . | 1.6µM*
Nc1c(Cl)cnn(-c2ccccc2)c1=O | 7% | . | -2%
CCOC(=O)N1CCN(C2=C(NS(=O)(=O)c3ccc(C)cc3)C(=O)c3ccccc3C2=O)CC1 | 8.2µM* | 13% | ?
CNC(=S)NNC(=O)c1cccc(C(F)(F)F)c1 | -9% | 0% | -9%
CCOc1ccc2nc(SCC(=O)NCc3ccco3)sc2c1 | ? | -1% | 23µM*
O=C(c1c(F)cccc1F)N(Cc1ccccn1)C1CCCC1 | 18µM* | -3% | 4.6µM*
COc1ccc(N2C(=O)CN=C2Nc2nc(C)cc(C)n2)cc1 | -1% | 2% | -6%
O=C(Cn1cnc2c(nnn2-c2ccccc2)c1=O)NCCc1ccccc1 | 0% | 4% | ?
O=C(Nc1ccc(O)cc1)c1ccccc1O | ? | 0% | ?
O=C(NCCCn1ccnc1)c1ccc2ccccc2c1 | 20% | 4% | 10%
O=C(c1ccccc1)C(I)(I)N1CCOCC1 | -25% | . | ?
COc1ccccc1-c1cc(C(=O)N/N=C\c2cnn(C)c2C)c2ccccc2n1 | ? | 8% | ?
Cc1ccc(N(CC(=O)Nc2c(C)n(C)n(-c3ccccc3)c2=O)S(C)(=O)=O)c(C)c1 | -2% | 5% | 3%
CCOC(=O)C1CCN(C(=O)Cn2cc3c(n2)CCC(C)C3)CC1 (stereo not given) | -18% | 10% | -14%
COc1cc(OC)cc(C(=O)NC2CCN(CC(=O)Nc3cccc4ccccc34)CC2)c1 | -3% | 2% | -30%
CC1CCC(NC(=O)COC(=O)c2ccco2)CC1 (stereo not given) | 3% | 2% | 2%
O=C1CN(C(=O)NCC(=O)N[C@H](C(=O)O)c2ccccc2)c2ccccc2N1 | -9% | 0% | 24%
CSc1c(SCc2ccccc2)cnn(-c2ccccc2)c1=O | ? | -5% | ?
O=C(NCCn1cccn1)C1CCC(=O)N(CC2CCCCC2)C1 (stereo not given) | 0% | 4% | -13%
CCOc1cccc2c1N[C@@H](c1ccc(C(=O)O)cc1)[C@H]1CC=C[C@@H]21 | ? | . | ?
CCOC(=O)C1CCN(C(=O)c2ccccc2NC(=O)C2=C(C)OCCS2)CC1 | -8% | 3% | 1%
COc1ccc(N2CCN(C(=O)COC(=O)c3cnccn3)CC2)cc1 | -2% | . | -11%
O=C(c1ccc(CS(=O)Cc2cccc(Cl)c2)o1)N1CCN(C2CCCCC2)CC1 (stereo not given) | -12% | 3% | 18%
COc1ccc(CCNC(=O)c2cc(-c3ccccc3O)n[nH]2)cc1OC | -2% | 7% | 12%
O=C(c1ccc(F)cc1)N1CCN(C2=NS(=O)(=O)c3ccccc32)CC1 | 10% | -10% | ?
Cc1cc(=O)n2[nH]c(C)c(-c3ccccc3)c2n1 | -23% | -2% | ?

(listing goes on)
smiles | DT40 TDP1 CPT | TDP1 block | DT40 TDP1 no CPT
O=C(Nc1nnc(-c2ccccn2)o1)c1cccc(Cl)c1 | ? | 7% | ?
Cc1cnc(C(=O)OCC(=O)NC2CCCCCCC2)cn1 | 19% | 4% | 8%
O=C(COC(=O)/C=C/c1cccc(Br)c1)NCCC1=CCCCC1 | -12% | 0% | -26%
CC1CCN(CCCNC(=O)CN2CCN(Cc3ccc(Cl)cc3)C2=O)CC1 | 5% | 5% | 1%
O=C(N/N=C/c1cccnc1)c1ccc(NC(=O)c2cccc(Cl)c2)cc1 | 9% | 0% | 0%
CC(C)c1ccc(NC(=O)Cn2cccc2C2=NC(c3ccccc3)CO2)cc1 (stereo not given) | ? | 0% | ?
O=C(NCCc1ccccc1)C(=O)NCC(c1ccc2c(c1)OCO2)N1CCOCC1 (stereo not given) | ? | -2% | ?
O=C1NC[C@H](CCCCN2CCN(Cc3ccccc3)C(=O)C2=O)N(CCc2ccc(O)cc2)C1=O | -1% | . | -17%
CCOC(=O)c1c(C)oc2ccc(N(C(=O)c3ccncc3)S(=O)(=O)c3ccc(F)cc3C)cc12 | ? | 4% | 23µM*
CCOC(=O)N1CCC(N2CCCC(C(=O)c3cc(F)ccc3OC)C2)CC1 (stereo not given) | -11% | . | ?

Part of the list above, set out differently:
> Cc1cnc(C(=O)OCC(=O)NC2CCCCCCC2)cn1
- DT40 TDP1 CPT = 19%
- TDP1 block = 4%
- DT40 TDP1 no CPT = 8%
> O=C(Nc1nnc(-c2ccccn2)o1)c1cccc(Cl)c1
- DT40 TDP1 CPT = ?
- TDP1 block = 7%
- DT40 TDP1 no CPT = ?
